# Screening data deposited in PubChem by National Center for Advancing Translational Sciences (NCATS).
# IkB sig inh: IkB Signaling; Potency, µM (series often up to 57.1 µM), inactives show at the top dose IkBa stabilization activation; 110,000 tested, 0.04% active; ABC-DLBCL IkBa-CBG/CBR dual luciferase ratio, 4 h; response scale: scaled: untreated 0%, proteasome inhibitor 100%; active = well fitted curve in the direction sought with a large enough effect in the signal ratio, not every such curve was filed as active; inconclusive = small, poorly fitted or top-dose-only effect, or a change in a side signal; the % refers to the signal ratio;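 also: the direction sought is a rising ratio; 0% = basal untreated cells and 100% = reference inhibitor full response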
#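 Curves were fitted separately to fusion (green), unfused (red) and ratio luminescence, then classed by r2, magnitude and activity. Cells: OCI-Ly3, 4 h compound plus doxycycline at 37C; 10 uM MG-132 defined full response.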
# p53ts 39C kill: qHTS Screen for Compounds that Selectively Target Cancer Cells with p53 Mutations: Cytotoxicity of p53ts Cells at the Nonpermissive Temperature | H1299-p53A138V viability at 39C, ATP luminescence, 24 h | Potency, µM (series often up to 46.1 µM), without a hit: at the highest dose activity change, negative = cell killing, actives largely listed as cytotoxic | 130,000 tested, 1.5% active; also: nearly all actives have a fitted effect of over 55% in size
# p53ts 32C kill: qHTS Screen for Compounds that Selectively Target Cancer Cells with p53 Mutations: Cytotoxicity of p53ts Cells at the Permissive Temperature; 130,000 tested, 0.93% active; AID 924, 2007; H1299-p53A138V at 32C, ATP luminescence viability, 24 h; Potency, µM (highest dose often 46.1 µM), for the others: top-dose activity change, negative = cytotoxicity, usual class: cytotoxic;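 also: 0% = DMSO and -100% = full killing by reference compound; nearly all actives have a fitted effect of over 55% in size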
#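 H1299-p53 A138V cells (temperature-sensitive p53) exposed 24 h to up to 46 uM compound at 32C, where p53 is wild-type in conformation. Viability read as ATP luminescence and normalised to DMSO and 100 uM tamoxifen. AC50 fitted with the Hill equation.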
# Imprint erasure: qHTS Assay for Compounds that Induce Erasure of Genomic Imprints; mouse ES Peg3-LacZ reporter, beta-gal luminescence, 40 h; Potency, µM (doses to about 60.7 µM), for the others: top-dose activity change, positive = activation, hits mostly activators; 110,000 tested, 0.02% active;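 also: 0% = negative control wells on the plate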
#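 Gelatin-coated wells received 300 freshly trypsinized female ES cells with a Peg3LacZ-Neo reporter on the maternal allele, then incubated 40 hours at 37C. BetaGlo was added for 5 minutes at room temperature before a single luminescence read.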
# * marks the source's active call; other numbers are inactive results; ? = inconclusive; . = not tested or not shown; [ ] = remark or other dose. Unless noted, calls follow the shape of the dose curve; as a rule, active = well fitted curve in the direction sought with a large enough effect; inconclusive = small, poorly fitted or top-dose-only effect, or another doubt; inactive = no such curve, though single readings can be large; an effect the other way counts as inactive or inconclusive. Unless noted, % is scaled to controls: 0 for no effect and ±100 for the full control effect; potency is read from the fitted curve at half-maximal effect.
# Results follow in this order: p53ts 39C kill | p53ts 32C kill | Imprint erasure | IkB sig inh
CCc1nn(CC(=O)NC(C)CCc2ccccc2)c(=O)c2cc3cc(F)ccc3n12 (configuration not stated)
    -20.9% | -1.2% | -8.5%[10.9 µM] | -0.1%
COC(=O)N1CCC2(CCCN(C(=O)Nc3cccc(F)c3)C2)CC1
    5.9% | 8.6% | . | -1.1%[11.4 µM]
CS(=O)(=O)Nc1cccc(-c2nc(N3CCOCC3)c3ccccc3n2)c1
    12.6% | 4.2% | -8.0% | -3.1%[11.4 µM]
CCS(=O)(=O)N1CCc2cc(C(=O)NCCc3ccc(OC)c(OC)c3)ccc21
    -12.8% | -4.5% | -23.4%[10.9 µM] | 0.7%
CCCCCn1c(=O)[nH]c2cc(C(=O)NCc3ccc(Cl)cc3)ccc2c1=O
    -14.6% | 4.6% | 3.1%[10.9 µM] | -2.1%
O=C(c1ccccc1NS(=O)(=O)c1ccc2c(c1)OCCO2)N1CCOCC1
    5.1% | -1.5% | . | .
Cc1cc2c(cc1C)NC(CC(=O)Nc1ccccc1)C(=O)N2 (configuration not stated)
    ? | -5.0% | -4.3%[10.9 µM] | -1.1%
COc1ccc(Br)cc1C1C(C(=O)Nc2ccc(C)cc2C)=C(C)Nc2ncnn21 (configuration not stated)
    10.1% | 0.5% | 4.5%[10.9 µM] | -2.8%
Cc1ccc2c(c1)C(=O)OC(C(=O)Nc1ccccc1C(=O)O)C2 (configuration not stated)
    1.2% | 0.2% | -12.9%[10.9 µM] | ?
CCN(CC)c1ccc(NC(=O)c2c(OC)cccc2OC)c(C)c1
    10.9% | 1.4% | -10.7% | 0.4%
COc1cccc(C2CC(c3c(F)cccc3Cl)n3nc(N)nc3N2)c1 (configuration not stated)
    1.1% | 0.8% | 3.1% | 1.4%
Fc1ccc(CNc2cc(-c3ccccc3)nc3nncn23)cc1
    -21.8% | 9.8% | -10.8%[10.9 µM] | ?
Cc1ccc2c(c1)CN1CN2Cc2cc(C)ccc21
    -11.7% | 0.0% | -9.8% | 0.5%
CCOc1ccc(CNC(=O)c2ccc(Sc3ccc(Cl)cc3)c(NC(C)=O)c2)cc1OC
    -24.1% | 5.9% | -11.3%[10.9 µM] | ?
O=C(Nc1ccc(SC(F)F)cc1)c1cc(-c2cccs2)on1
    6.4% | -13.4% | -14.9%[10.9 µM] | ?
Cc1ccc(-n2c(=O)c3c(cnn3C)n(Cc3ccccc3F)c2=O)cc1
    22.9% | -6.0% | 6.9%[10.9 µM] | -2.3%
COc1ccc(OCCC(=O)N2CCCCC2)cc1
    2.2% | -6.4% | -19.9% | 6.1%
CC(=O)Nc1ccc(S(=O)(=O)Nc2cccc(-c3ccc(N4CCC(C)CC4)nn3)c2)cc1
    3.55µM* | 2.51µM* | -9.8%[10.9 µM] | ?
COc1ccc(-c2cc(C(F)(F)F)n3ncc(C(=O)O)c3n2)cc1OC
    2.1% | -4.8% | -6.5% | -1.7%
CCOC(=O)c1[nH]c2ccc(OCC)cc2c1NC(=O)CN1CCN(c2ccccn2)CC1
    -3.5% | 10.5% | -9.1% | -4.0%
Cc1cccc(C)c1Nc1c(-c2ccccc2O)nc2ncccn12
    6.5% | 15.2% | 10.7%[10.9 µM] | -3.1%
CC1CCN(S(=O)(=O)c2cccc(C(=O)N(C)C3(C)CCS(=O)(=O)C3)c2)CC1 (configuration not stated)
    -10.4% | -0.9% | 6.5%[10.9 µM] | 2.8%
CCOc1ccc2nc(NCCNC(=O)C(C)C)c(C)cc2c1
    -5.4% | -7.4% | . | -1.3%
CC(=O)N1N=C(c2ccncc2)OC12CCCCCC2
    14.9% | 17.8% | . | .
COc1ccc(N2CC(NC(=O)c3cccs3)CC2=O)cc1 (configuration not stated)
    -13.3% | -2.1% | 24.1%[10.9 µM] | -0.2%
O=C(CSc1nnc(CNC(=O)c2ccco2)o1)c1ccc(Cl)cc1
    -0.9% | 7.5% | -13.3% | 0.8%
COCCNC(=O)c1ccc2c(=O)n(CCc3ccccc3)c(SCC(=O)CC(=O)OC)nc2c1
    0.6% | 2.8% | -4.0%[10.9 µM] | ?
CCCc1cc(=O)[nH]c(/N=C(\N)Nc2ccccc2)n1
    7.2% | -4.7% | -9.7% | 0.5%
O=C(NCc1ccccc1Cl)C(=O)NCC(c1cccs1)S(=O)(=O)c1ccccc1 (configuration not stated)
    -3.0% | -7.8% | 22.2%[10.9 µM] | 1.6%
CCc1noc(C)c1C(=O)Nc1ncc(C)s1
    11.8% | -3.2% | -8.5% | 1.4%

# Next part; it opens with the 4 that closed the last part.
# Results follow in this order: p53ts 39C kill | p53ts 32C kill | Imprint erasure | IkB sig inh
COCCNC(=O)c1ccc2c(=O)n(CCc3ccccc3)c(SCC(=O)CC(=O)OC)nc2c1
    0.6% | 2.8% | -4.0%[10.9 µM] | ?
CCCc1cc(=O)[nH]c(/N=C(\N)Nc2ccccc2)n1
    7.2% | -4.7% | -9.7% | 0.5%
O=C(NCc1ccccc1Cl)C(=O)NCC(c1cccs1)S(=O)(=O)c1ccccc1 (configuration not stated)
    -3.0% | -7.8% | 22.2%[10.9 µM] | 1.6%
CCc1noc(C)c1C(=O)Nc1ncc(C)s1
    11.8% | -3.2% | -8.5% | 1.4%
CN1CCN(C(=O)c2cnn(-c3ccccc3)c2NC(=O)c2ccccc2F)CC1
    8.2% | -9.0% | . | 2.6%
CCOC(=O)c1cccc(NC(=O)c2cc3c(=O)n(Cc4ccccc4)ccc3nc2C)c1
    0.4% | 17.6% | -9.2%[10.9 µM] | ?
COc1ccc(CNC(=O)CCc2c(C)nc3ncnn3c2C)cc1
    3.8% | -10.0% | -4.2% | 0.4%
COc1ccccc1N1CCN(S(=O)(=O)c2cnc[nH]2)CC1
    7.9% | 4.3% | -4.4% | 2.9%
CCOc1ccc(C(=O)OCC(=O)Nc2nc(OC)cc(OC)n2)cc1OCC
    -5.4% | 1.8% | 0.7% | 0.4%
CCC1CCCCN1Cc1nc2c(c(=O)n(C)c(=O)n2C)n1CC(C)C (configuration not stated)
    22.6% | -20.1% | -15.8% | 6.3%
CCOC(=O)C1CCN(C(=O)CN(c2ccc3c(c2)OCO3)S(C)(=O)=O)CC1
    13.0% | 9.7% | -8.0% | 0.1%
CC1(C)Cc2ccccc2-c2nc(NCCO)n(-c3ccccc3)c(=O)c21
    -5.8% | 3.1% | -6.9% | 0.1%
Cc1cc(C)cc(CC2CC(=O)N(c3cc(C)on3)C2=O)c1 (configuration not stated)
    15.7% | 12.9% | . | .
CCCCn1c(Cc2ccccc2)n[nH]c1=S
    24.9% | 1.2% | -1.6% | 3.4%
Cc1ccc(-c2cc(C(=O)N3CCN(c4ccccc4)CC3)c3ccccc3n2)cc1C
    10µM* | 12.6µM* | 4.6%[10.9 µM] | 1.1%
O=C(NCc1ccc2c(c1)OCO2)c1ccc(-n2cnnn2)cc1
    -2.9% | 0.2% | 9.8% | 1.3%
COc1cc(NC(=O)CCc2c(C)nc3nc(-c4cc(OC)cc(OC)c4)nn3c2C)cc(OC)c1
    -15.7% | 6.0% | -7.4%[10.9 µM] | 0.7%
CN1C(=O)C2(c3ccccc31)N(c1cccc(C(F)(F)F)c1)C(=O)CS2(=O)=O (configuration not stated)
    -5.8% | 4.7% | -2.7%[10.9 µM] | ?
COc1ccc(C(CNC(=O)c2ccc(OCC3CCCO3)cc2)N2CCOCC2)cc1 (configuration not stated)
    -3.3% | -0.4% | -11.6% | 0.6%
CCOC(=O)c1cc2occc2n1CC(=O)N1CCCc2ccccc21
    4.2% | 17.1% | . | 3.5%
CCOC(=O)CCc1cccc2c1CCC2=O
    -17.5% | -12.4% | -9.2% | -0.1%
CCC(C)Sc1nc2c(c(=O)[nH]c(=O)n2C)n1C (configuration not stated)
    -3.1% | -4.4% | -3.5% | -3.1%
COc1ccccc1NC(=O)C1=C(C)NC2=C(C(=O)CCC2)C1c1ccc2c(c1)OCO2 (configuration not stated)
    5.4% | 3.4% | . | -2.2%
COc1ccc(-c2onc(C)c2C)cc1S(=O)(=O)Nc1cccc(C#N)c1
    -9.4% | 13.6% | 18.0%[10.9 µM] | ?
O=C(O)CCC(=O)c1c[nH]c2ccccc12
    5.5% | 4.0% | -15.3% | -1.8%
COc1cccc(CC(=O)Nc2ccc3nc(N4CCC(C)CC4)cc(C)c3c2)c1
    0.5% | -0.4% | -9.2%[10.9 µM] | -4.7%
O=C(CCCn1c(=O)c2ccccc2n(CC(=O)Nc2ccc(F)cc2F)c1=O)NCc1ccccc1Cl
    -10.6% | 1.7% | -7.3%[10.9 µM] | ?
CCN(CC)S(=O)(=O)c1ccc2oc(C(=O)O)c(C)c2c1
    0.5% | -11.1% | -3.5% | -0.1%
COC(=O)c1cc2oc(C)cc2n1Cc1ccc(Cl)cc1
    -6.2% | -2.0% | 6.9%[10.9 µM] | 0.6%
Cn1c(=O)cc(OCC(=O)NCCCN2CCN(Cc3ccccc3)CC2)c2ccccc21
    1.2% | 0.6% | -17.2% | ?
CCOc1ccc(N2C(=O)c3[nH]nc(-c4ccc(OC)cc4)c3C2c2cccs2)cc1 (configuration not stated)
    -14.4% | -2.4% | -22.4%[10.9 µM] | ?
CCc1ccc(-n2c3nc(=O)[nH]c(=O)c-3cc3c(C)nn(-c4ccccc4)c32)cc1
    -5.4% | 2.1% | 6.3%[10.9 µM] | -1.2%
COc1ccc(-c2nc(CS(=O)CC(=O)NCc3cccnc3)c(C)o2)cc1OC (configuration not stated)
    -3.3% | 0.9% | -16.0% | 0.0%
Cc1cccc(N2CCN(C(=O)CSCc3c(C)noc3C)CC2)c1C
    -19.4% | -15.9% | -21.7% | 9.8%

# 3 neighbouring entries out of the list so far:
# Results follow in this order: p53ts 39C kill | p53ts 32C kill | Imprint erasure | IkB sig inh
COc1ccc(CNC(=O)CCc2c(C)nc3ncnn3c2C)cc1
    3.8% | -10.0% | -4.2% | 0.4%
COc1ccccc1N1CCN(S(=O)(=O)c2cnc[nH]2)CC1
    7.9% | 4.3% | -4.4% | 2.9%
CCOc1ccc(C(=O)OCC(=O)Nc2nc(OC)cc(OC)n2)cc1OCC
    -5.4% | 1.8% | 0.7% | 0.4%

# Next part.
# Results follow in this order: p53ts 39C kill | p53ts 32C kill | Imprint erasure | IkB sig inh
Cc1ccc(C)c(NC(=O)Cn2cnc3c(oc4ccccc43)c2=O)c1
    -13.1% | 10.9% | -9.2%[10.9 µM] | ?
CC(=O)c1ccc(NC(=O)Nc2ccc3snnc3c2)cc1
    ? | -4.9% | -2.7%[10.9 µM] | 0.2%
COC(=O)c1c(NC(=O)c2ccc(S(=O)(=O)N3CCCCC3C)cc2)sc2c1CCN(C(C)C)C2 (configuration not stated)
    -20.3% | -4.2% | -22.6%[10.9 µM] | ?
COc1ccc(C2CC(=O)C3=C(C2)Nc2ncnn2C3c2ccccc2)cc1 (configuration not stated)
    20.3% | 14.8% | 4.8% | 1.1%
COc1ccc(N2CCN(CC(O)COc3ccc(C)c(C)c3)CC2)cc1 (configuration not stated)
    -7.6% | -29.0% | -16.4%[10.9 µM] | -0.3%
CCn1c(CNC(=O)c2ccc(OC)c(OC)c2)nnc1SCC(=O)Nc1ccccc1
    17.1% | 3.6% | 12.7% | 3.5%
Cc1ccc2[nH]c(CSc3nnc(NC(=O)COc4ccccc4F)s3)cc(=O)c2c1
    9.8% | -1.2% | 6.1%[10.9 µM] | 0.3%
COc1cccc(N2C(=O)C(CC(=O)Nc3ccc(Cl)cc3)N(Cc3ccc4c(c3)OCO4)C2=O)c1 (configuration not stated)
    -16.9% | -4.8% | -3.6%[10.9 µM] | ?
COc1ncc2nc(-c3ccccc3)c(=O)n(CCc3ccccc3)c2n1
    -6.3% | 10.0% | 6.5% | -0.3%[11.4 µM]
O=c1c2sc3ccccc3c2n(Cc2cccc(C(F)(F)F)c2)c(=O)n1Cc1ccccc1
    -21.9% | 11.1% | -15.5%[10.9 µM] | 2.1%
COc1ccc(-c2noc(COc3ccc(Cl)c(C)c3)n2)cc1
    -8.8% | 7.1% | -10.0% | 1.3%

# Random draw from the library; overall some 1.7% were active at least once.
